TrxR1 substrate – is turned over as a substrate by rat TrxR1 | AID 588456 | purified TrxR1 substrate turnover, NADPH consumption readout | Potency, µM (doses to about 114 µM), for the others: at the highest dose activity change, negative = substrate turnover | O89049 | 0.01% of 390,000 active; also: potency is read from the fitted curve at half-maximal effect; % is scaled to controls: 0 for no effect and ±100 for the full control effect; nearly all actives have a fitted effect of over 50% in size
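Rat TrxR1, dispensed at 90 nM, was prereduced with 400 uM NADPH (final) for 5 min at ~22 deg C, then incubated with compound 15 min before 400 uM selenite. A first-read NADPH fluorescence drop versus no-compound background flagged substrates.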
D2 antag – antagonists of human D2 dopamine receptor | P14416 | HEK293 TREx D2 cells, calcium flux, dopamine EC80 | inhibition, % at 10 µM | 2% of 340,000 active; in the data active = inhibition above about 30%; also: 0% is about no effect
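Inhibition of EC80 dopamine-driven calcium flux, recorded kinetically, defines activity here; cells are a tetracycline-induced HEK293 T-REx line expressing force-coupled D2.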
PI4K2A block – inhibitors of human PI4K2A; Q9BTU6; purified PI4K2A, ADP-Glo luminescence, 1 h; stronger effect = lower value; activity change, negative = inhibition, % at 76.9 µM; 0.13% of 420,000 active; AID 1346378; in the data active = activity change below about -50%; inconclusive = mostly about -30% to -49%;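 also: -100% = wells without enzyme as full effect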
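ADP-Glo luminescence measured ADP generated by PI4K2A enzyme (4 ug/mL before mixing) with 1.2 mM PI substrate (pre-mix) and 300 microM ATP (pre-mix). Tris pH7.5 buffer with MgCl2, Triton X-100; 1 h reaction at ambient temperature.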
TRHR enhancer – TRH receptor (human) allosteric enhancement. P34981. TRHR cells, fluo-8 calcium fluorescence, EC20 TRH enhancement. enhancement, % at 2 µM. 0.66% of 360,000 active. AID 493056; in the data active = enhancement above about 30%; also: 0% is about no effect
Target sequence (P34981 whole entry, looked up): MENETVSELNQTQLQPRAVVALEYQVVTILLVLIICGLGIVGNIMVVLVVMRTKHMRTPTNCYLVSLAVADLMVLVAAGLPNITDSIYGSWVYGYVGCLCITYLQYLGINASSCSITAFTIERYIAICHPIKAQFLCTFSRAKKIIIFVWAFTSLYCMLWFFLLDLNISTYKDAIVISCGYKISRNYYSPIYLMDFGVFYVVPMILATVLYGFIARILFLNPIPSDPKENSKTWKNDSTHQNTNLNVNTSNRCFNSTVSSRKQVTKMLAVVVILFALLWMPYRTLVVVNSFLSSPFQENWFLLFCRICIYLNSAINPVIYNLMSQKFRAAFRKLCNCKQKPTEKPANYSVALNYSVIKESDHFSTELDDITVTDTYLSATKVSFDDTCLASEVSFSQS
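Enhancer read-out: after compound pinning and an initial kinetic agonist-mode read, an EC20 of TRH (10 nM final) was injected and fluo-8 calcium signal (Ex 480/Em 530) followed at 1 s/cycle for 100 cycles in TRHR-expressing cells.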
D2 agonist – agonists of human D2 dopamine receptor; P14416; HEK293 T-REx D2 cells, calcium flux agonist mode; activation, % at 2 µM; 0.53% of 340,000 active; AID 485358;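 active = activation over 3 SD above normal in the single-dose calcium agonist read, cut at about 30% in these data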; also: 0% is about no effect
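Calcium-flux readout, 1 cycle/sec over 180 s following compound pin transfer, in inducible HEK293 Trex D2 cells (force-coupled); dopamine controls included. Positive calcium responses during this window marked compounds as potential agonists.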
TRHR agonist – agonists of human TRH receptor; TRHR cells, calcium flux fluo-8, FDSS agonist mode; activation, % at 2 µM; 0.18% of 360,000 active; AID 493084; in the data active = activation above about 30%; also: 0% is about no effect
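Agonist-mode FDSS calcium read (Ex 480/Em 530, 1 s cycles) in 1536-well TRHR cells with fluo-8 dye, after 10-cycle baseline and 23 nL compound addition; TRH at EC20 (10 nM final) added afterwards for the enhancer phase.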
USP1 inh – inhibitors of human USP1/UAF1 deubiquitinase; 0.23% of 390,000 active; O94782; Potency, µM (highest dose often 57.1 µM), inactives show at the top dose activity change, negative = inhibition, actives largely listed as inhibitors; recombinant USP1/UAF1, Ub-Rhodamine cleavage fluorescence; also: potency is read from the fitted curve at half-maximal effect; % is scaled to controls: 0 for no effect and ±100 for the full control effect; nearly all actives have a fitted effect of over 60% in size; inactives centre near -12
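In this screen, compounds sit with the deubiquitinase complex (1nM) for 15 min at room temperature before Ub-Rho is added at 150nM final. Fluorescence rise is then followed for 6 reads every 60 seconds.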
rTrxR1 inhibitor – blocks rat thioredoxin reductase 1; recombinant rTrxR1, NADPH fluorescence consumption, selenite substrate; Potency, µM (doses to about 114 µM), without a hit: at the highest dose activity change, negative = inhibition, usual class: inhibitors; 1% of 390,000 active; AID 588453; also: potency is read from the fitted curve at half-maximal effect; % is scaled to controls: 0 for no effect and ±100 for the full control effect; nearly all actives have a fitted effect of over 65% in size
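Rat TrxR1 (90 nM in the dispensed reagent) was pre-reduced with 400 uM NADPH for 5 min at room temperature, then incubated with compound for 15 min. After 400 uM selenite was added, NADPH fluorescence (Ex 340/Em 450 nm) was followed for 8 min.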
IDH1 R132H inh – human IDH1 R132H inhibition; O75874; IDH1-R132H enzyme, NADPH consumption, diaphorase/resazurin fluorescence; Potency, µM (highest dose often 76.6 µM), for the others: at the top dose activity change, negative = inhibition, most hits filed as inhibitors; 0.093% of 390,000 active; also: potency is read from the fitted curve at half-maximal effect; % is scaled to controls: 0 for no effect and ±100 for the full control effect; nearly all actives have a fitted effect of over 65% in size
Target sequence (O75874 whole entry R132H, stated change not applied): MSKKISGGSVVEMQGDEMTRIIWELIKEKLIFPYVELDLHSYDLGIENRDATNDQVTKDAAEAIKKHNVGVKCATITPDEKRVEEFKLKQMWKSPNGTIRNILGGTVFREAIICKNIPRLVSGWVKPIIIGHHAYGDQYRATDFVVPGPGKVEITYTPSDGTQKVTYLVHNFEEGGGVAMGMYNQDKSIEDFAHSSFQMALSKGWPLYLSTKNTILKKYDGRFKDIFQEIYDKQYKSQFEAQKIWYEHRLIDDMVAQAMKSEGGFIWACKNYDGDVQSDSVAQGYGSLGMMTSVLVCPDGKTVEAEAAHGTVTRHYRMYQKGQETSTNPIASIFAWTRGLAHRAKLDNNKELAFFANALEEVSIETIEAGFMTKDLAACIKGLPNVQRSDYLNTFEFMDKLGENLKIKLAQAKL
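IDH1-R132H (0.5 ug/mL dispensed) in pH 7.5 Tris buffer was preincubated 30 min with compound, then given a substrate mix of 0.016 mM NADPH and 2 mM alpha-KG for 80 min at room temperature; remaining NADPH was read by diaphorase/resazurin fluorescence.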
Numbers without * were called inactive; ? = inconclusive; · = no result given; [ ] = remark or other dose. Unless noted, calls follow the shape of the dose curve; as a rule, active = well fitted inhibition curve with a large enough effect; inconclusive = small, poorly fitted or top-dose-only effect; inactive = no such curve, though single readings can be large or run the other way.

1	CC(C)(C)c1ccc(S(=O)(=O)N2CCCC2C(=O)NC2=NCCS2)cc1 (centres undefined)
2	Cc1cc(C(=O)NNC(=O)c2sccc2C)c(C)o1
3	O=C(CSc1nnc(-c2ccccc2)o1)N1CCN(c2ccccc2)CC1
4	COC(=O)[C@@]1(Cc2ccc(F)cc2)[C@@H]2[C@@H](CC(=O)[C@H]2CC(=O)C(=O)N(C)C)CN1C(=O)c1ccccc1
5	NC(=O)CCc1c[nH]c2ccccc12
6	O=C(CCC(=O)OCC(=O)c1ccc(-c2ccccc2)cc1)Nc1cccc2cccnc12
7	CCn1c(SCC(=O)Nc2c(C)n(C)n(-c3ccccc3)c2=O)nc2c1c(=O)n(C)c(=O)n2C
8	COc1ccc(OCC(=O)Nc2ccc(NC(=O)c3ccco3)cc2)cc1
9	CCc1cc(=O)[nH]c(SCC(=O)N2CCOCC2)n1
10	COC(=O)C1=C(C)N(Cc2ccccc2)C(=NCc2ccc3c(c2)OCO3)N[C@H]1c1ccccc1
Screen / compound no.,1,2,3,4,5,6,7,8,9,10
TrxR1 substrate,0.7%,4.7%,0.8%,0.9%,6.4%[57.1 µM],-0.5%,-0.8%[57.1 µM],0.6%[57.1 µM],-0.1%[57.1 µM],9.0%[57.1 µM]
D2 antag,0.3,-7.3,-6.1,9.6,0.3,·,2.7,-10.3,17.0,·
PI4K2A block,-4.1,7.5,-4.0,-0.4,-7.6,2.7,5.9,-11.0,1.7,-2.4
TRHR enhancer,-1.6,15.2,-16.4,-0.2,-1.5,3.4,-3.3,1.1,5.6,-8.6
D2 agonist,0.5,-0.1,0.7,-0.2,1.2,·,-0.5,0.2,0.3,·
TRHR agonist,-0.1,-0.1,-0.6,0.2,1.1,0.3,0.8,-1.0,0.0,1.2
USP1 inh,-6.4%,-17.7%,-18.2%,-12.4%,3.1%,-18.5%,-23.6%,-18.7%,-7.3%,-3.4%
rTrxR1 inhibitor,12.7%,12.3%,6.9%,-12.8%,-7.1%,3.4%,-1.8%[57.1 µM],-2.5%[57.1 µM],-2.6%[57.1 µM],12.6%[57.1 µM]
IDH1 R132H inh,8.0%,5.7%,-0.2%,-1.5%[38.3 µM],-2.2%,1.1%,-1.6%,-0.9%,1.2%,-10.9%

Structural class: the compounds so far with an aryl thioether with sulfur outside any ring
3	O=C(CSc1nnc(-c2ccccc2)o1)N1CCN(c2ccccc2)CC1
7	CCn1c(SCC(=O)Nc2c(C)n(C)n(-c3ccccc3)c2=O)nc2c1c(=O)n(C)c(=O)n2C
9	CCc1cc(=O)[nH]c(SCC(=O)N2CCOCC2)n1
Screen / compound no.,3,7,9
TrxR1 substrate,0.8%,-0.8%[57.1 µM],-0.1%[57.1 µM]
D2 antag,-6.1,2.7,17.0
PI4K2A block,-4.0,5.9,1.7
TRHR enhancer,-16.4,-3.3,5.6
D2 agonist,0.7,-0.5,0.3
TRHR agonist,-0.6,0.8,0.0
USP1 inh,-18.2%,-23.6%,-7.3%
rTrxR1 inhibitor,6.9%,-1.8%[57.1 µM],-2.6%[57.1 µM]
IDH1 R132H inh,-0.2%,-1.6%,1.2%

Continued:
11	COc1cccc(CNC(=O)CCCCCn2c(=S)[nH]c3ccc(N4CCOCC4)cc3c2=O)c1
12	CCN1CCC(n2nccc2NC(=O)c2ccccc2Cl)CC1
13	Cc1nc(SCc2ccc(Cl)c(Cl)c2)ncc1C(=O)O
14	COc1ccc(C(=O)NN2CC(O)=C(c3nc4ccccc4n3C)C2=N)cc1OC
15	COc1cc(C(=O)NCC(=O)OCC(=O)c2cccc3ccccc23)cc(OC)c1OC
16	O=C(CCNS(=O)(=O)c1cccs1)Nc1ccccc1F
17	Cc1cc(C)n(CC2CC(=O)N(c3cc(Cl)cc(Cl)c3)C2=O)n1 (centres undefined)
18	CC(C)Oc1ccc2ccccc2c1CNC[C@H]1O[C@@H](n2cnc(C(N)=O)n2)[C@H](O)[C@@H]1O
19	N=C1C(c2ccccc2)=C(O)C2CCc3ccccc3N12 (centres undefined)
20	CC(=O)N1N=C(c2ccncc2)CC1c1ccccc1O (centres undefined)
Screen / compound no.,11,12,13,14,15,16,17,18,19,20
TrxR1 substrate,·,-1.4%,-0.7%[57.1 µM],3.4%,0.6%,-2.7%,8.1%[0.457 µM],-5.7%,8.5%,8.7%
D2 antag,-31.1,·,10.7,-13.2,0.3,-9.0,30.5*,·,-3.0,-5.6
PI4K2A block,·,-3.1,0.5,-1.7,-1.3,-2.1,0.2,-6.2,-4.4,2.7
TRHR enhancer,13.5,·,2.0,9.8,-0.6,-0.6,-1.3,·,-1.1,7.7
D2 agonist,1.1,·,-0.1,3.1,-0.5,-0.7,0.4,·,-0.1,-1.3
TRHR agonist,0.1,·,-0.5,0.1,-1.0,0.2,-0.2,·,-0.2,0.1
USP1 inh,·,-22.2%,-1.8%,-13.8%,-8.9%,-15.6%,-11.4%,-12.1%,-8.6%,-12.2%
rTrxR1 inhibitor,·,7.9%,17.4%[57.1 µM],8.2%,-28.1%,-2.3%,1.0%,-4.6%,22.5%,16.9%[57.1 µM]
IDH1 R132H inh,·,3.8%,0.0%,13.5%,4.3%,-0.8%,3.9%,-4.5%,-1.4%,-0.2%

21	O=C(Cn1ccc(C(F)(F)F)n1)N/N=C/c1ccc(N2CCOCC2)cc1
22	COCC(C)n1c(C)cc(C(=O)COC(=O)c2cnc(Cl)c(Cl)c2)c1C (centres undefined)
23	O=C(NCc1ccc(F)cc1)c1cc(C(=O)C2CC2)c[nH]1
24	CC(C)(C)c1ccc(OCC(=O)OCCNC(=O)c2cccnc2)cc1
25	COc1cccc(CN2CC(C(=O)NCCc3ccc(C)s3)CCC2=O)c1 (centres undefined)
26	CCCC(c1nnnn1CS(=O)(=O)c1ccc(C)cc1)N1CCN(CC)CC1 (centres undefined)
27	COC(=O)c1c(NC(=O)c2ccccc2N(C)S(=O)(=O)c2ccccc2)sc2c1CCCC2
28	COc1ccc(C[C@H](C)NC[C@@H](O)c2ccc(O)c(NC=O)c2)cc1
29	Cc1ccc(-c2n[nH]c(=S)n2/N=C/c2ccc(C(=O)O)cc2)cc1
30	CCOC(=O)C1=C(COC(=O)CCOc2cccc(C)c2)NC(=O)NC1C (centres undefined)
Screen / compound no.,21,22,23,24,25,26,27,28,29,30
TrxR1 substrate,109.3%,2.5%,-3.7%,3.3%,-7.1%,6.2%[57.1 µM],67.2%[activator],7.8%,0.3%,-2.3%
D2 antag,-29.3,·,-22.1,2.5,10.7,-22.1,·,·,8.3,-15.9
PI4K2A block,-2.3,-1.1,-0.9,0.0,3.8,-1.7,-4.3,1.7,1.7,-0.1
TRHR enhancer,-3.8,·,-4.3,-12.3,2.1,1.6,-3.2,·,3.3,-1.9
D2 agonist,1.0,·,-0.2,0.4,0.3,4.5,·,·,0.6,-0.3
TRHR agonist,0.5,·,0.6,-0.8,-0.4,2.0,1.8,·,0.1,-0.1
USP1 inh,-14.6%,-12.9%,-15.9%,-21.0%,-9.6%,-12.5%,-17.1%,-28.7%,-15.3%,-1.1%
rTrxR1 inhibitor,19.6%[57.1 µM],?,-7.6%,16.9%,-17.7%,19.8%[57.1 µM],36.3%[activator],23.8%,-19.4%,-0.3%
IDH1 R132H inh,7.1%,22.8%,-2.4%,0.0%,1.1%,6.3%,0.0%,5.4%,-20.2%,-1.9%

31	CCN(CC)S(=O)(=O)c1ccc(C(=O)OC2CCCCC2CN(C)C)cc1 (centres undefined)
32	COc1ccccc1C1c2[nH]c3ccccc3c2C[C@H]2C(=O)N(C3CCN(Cc4ccccc4)CC3)CC(=O)N12 (some centres undefined)
33	CNC(=O)C(=O)N1CCC2(CC1)OCCN2S(=O)(=O)c1ccc(C)cc1
34	O=C(Nc1ccc(S(=O)(=O)N2CCCCC2)cc1)C1CCCO1 (centres undefined)
35	CC(NC(=S)NCCCN1CCOCC1)C12CC3CC(CC(C3)C1)C2 (centres undefined)
36	Cc1cccn2c(=O)c(/C=N/O)c(N3CCOCC3)nc12
37	CC(C)(C)NC(=O)NC(=O)CN1CCN(c2ccc(O)cc2)CC1
38	O=P1(NC2CCCC2)OCC2(CO1)COP(=O)(NC1CCCC1)OC2 (centres undefined)
39	O=C(NCCc1c[nH]c2ccccc12)C(=O)c1c[nH]c2ccccc12
40	COCCN(C(=O)CSc1nncn1-c1ccccc1)c1c(N)n(Cc2ccccc2)c(=O)[nH]c1=O
41	CCN(CC(=O)Nc1c(F)cccc1F)C(=O)CCSc1ccc(F)cc1
42	Cc1ccc(C(=O)CCC(=O)Nc2ccc(Cl)c(S(=O)(=O)Nc3cccc(Cl)c3)c2)cc1
Screen / compound no.,31,32,33,34,35,36,37,38,39,40,41,42
TrxR1 substrate,14.8%,6.7%,0.8%[57.1 µM],-3.8%,-1.1%,-3.4%[57.1 µM],9.4%[57.1 µM],11.0%[57.1 µM],2.3%,1.5%[57.1 µM],9.5%,-10.4%
D2 antag,·,-26.9,18.5,-2.2,9.4,6.1,-4.0,·,-13.5,·,11.5,-24.0
PI4K2A block,-3.0,3.4,-1.8,-9.8,-7.8,-7.2,-2.0,2.0,-2.3,0.3,-3.5,0.7
TRHR enhancer,4.3,-1.4,16.3,0.2,0.0,-3.2,-0.9,·,0.5,4.8,-4.1,-1.9
D2 agonist,·,0.8,0.3,0.2,3.5,-0.1,1.5,·,-0.9,·,-0.6,0.9
TRHR agonist,-0.3,0.6,0.0,1.4,-0.9,0.1,0.1,·,0.0,-0.1,-0.3,1.5
USP1 inh,-10.0%,-20.5%,-17.9%,-22.9%,2.9%,-24.6%,-4.5%,-23.0%,-23.8%,-10.8%,-7.1%,-3.0%
rTrxR1 inhibitor,26.1%,28.9%,2.5%[57.1 µM],5.3%,-5.9%,1.8%[57.1 µM],27.5%[57.1 µM],10.8%[11.4 µM],1.3%,-5.8%[57.1 µM],28.9%,-11.6%
IDH1 R132H inh,7.1%,-2.8%,-6.2%,-2.5%,-0.5%,-3.0%,5.0%,4.6%,8.9%,-2.2%,0.0%,-0.3%
